Compound activity deposited in PubChem by National Center for Advancing Translational Sciences (NCATS).
FEN1 inh – human FEN1 inhibition; P39748; Recombinant FEN1 flap cleavage, fluorescence, 15 min; Potency, µM (highest dose often 114 µM), without a hit: at the top dose activity change, negative = inhibition, actives largely listed as inhibitors; actives 0.35% (n = 390,000); AID 588795; also: nearly all actives have a fitted effect of over 65% in size
Target sequence (P39748 whole entry, looked up): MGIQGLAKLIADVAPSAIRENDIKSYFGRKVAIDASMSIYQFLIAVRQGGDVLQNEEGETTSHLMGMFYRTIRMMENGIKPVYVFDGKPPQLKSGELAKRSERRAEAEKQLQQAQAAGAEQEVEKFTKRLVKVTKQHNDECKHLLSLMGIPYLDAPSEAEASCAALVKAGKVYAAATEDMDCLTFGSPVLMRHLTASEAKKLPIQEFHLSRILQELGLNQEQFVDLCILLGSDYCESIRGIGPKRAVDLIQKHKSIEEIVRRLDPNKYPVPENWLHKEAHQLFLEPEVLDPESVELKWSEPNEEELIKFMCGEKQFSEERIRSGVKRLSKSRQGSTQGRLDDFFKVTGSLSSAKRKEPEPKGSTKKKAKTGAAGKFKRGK
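In this screen, 50 nM flap DNA substrate was added to 10 nM FEN1 pretreated with compound for 15 min at room temperature; cleavage was followed with reads at 0 and 15 min, and Hill fitting gave concentration–response parameters.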
N370S GC – inhibitors or activators of N370S glucocerebrosidase for Gaucher disease; P04062; N370S GC spleen homogenate, 4MU-glucoside fluorescence; Potency, µM (doses to about 59.4 µM), without a hit: top-dose activity change, negative = inhibition, hits mostly inhibitors; actives 0.092% (n = 330,000);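 also: 0% = full enzyme activity and -100% = no enzyme basal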
TDP1 inh – blocks human tyrosyl-DNA phosphodiesterase 1 | Q9NUW8 | recombinant TDP1, AlphaScreen DNA substrate cleavage | Potency, µM (doses to about 130 µM), inactives show at the highest dose activity change, negative = inhibition, hits mostly inhibitors | actives 0.28% (n = 350,000); also: nearly all actives have a fitted effect of over 40% in size
Target sequence (Q9NUW8 whole entry, looked up): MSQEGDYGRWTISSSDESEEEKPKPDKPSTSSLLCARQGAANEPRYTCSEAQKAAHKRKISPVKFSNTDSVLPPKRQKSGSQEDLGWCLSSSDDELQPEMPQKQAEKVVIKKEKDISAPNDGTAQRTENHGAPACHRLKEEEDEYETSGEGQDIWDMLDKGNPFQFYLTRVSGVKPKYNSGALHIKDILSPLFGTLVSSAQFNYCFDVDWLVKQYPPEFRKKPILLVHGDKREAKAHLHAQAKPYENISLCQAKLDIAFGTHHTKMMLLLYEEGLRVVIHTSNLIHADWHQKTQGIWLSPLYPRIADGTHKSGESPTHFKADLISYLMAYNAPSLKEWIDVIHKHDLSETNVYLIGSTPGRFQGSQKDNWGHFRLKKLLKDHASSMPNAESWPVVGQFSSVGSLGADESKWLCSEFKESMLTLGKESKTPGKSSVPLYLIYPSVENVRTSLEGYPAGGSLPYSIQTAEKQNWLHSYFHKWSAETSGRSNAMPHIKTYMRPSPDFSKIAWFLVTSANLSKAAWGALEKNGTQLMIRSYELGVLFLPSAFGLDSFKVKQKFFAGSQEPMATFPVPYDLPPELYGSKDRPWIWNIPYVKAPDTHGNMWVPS
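Steps: enzyme plus compound, 15 min RT; add biotin/phosphotyrosine-FITC oligonucleotide (15 nM final), react 5 min; add donor/acceptor beads (10 ug/ml final), 10 min; read AlphaScreen. Tdp1 at 1 nM final.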
The depositor's hits bear a star; & = joins results of further samples; [ ] = dose if it differs, or a comment. Calls follow the shape of the dose curve; as a rule, active = well fitted curve in the direction sought with a large enough effect; inconclusive = small, poorly fitted or top-dose-only effect, or another doubt; inactive = no such curve, though single readings can be large; an effect the other way counts as inactive or inconclusive. Unless noted, % is scaled to controls: 0 for no effect and ±100 for the full control effect; potency is read from the fitted curve at half-maximal effect. Outcome played no part in choosing rows (roughly 0.57% active in at least one column).

The first 7 records, to show the layout:
For Cn1cc(CN2CCC(n3nccc3NC(=O)CCc3ccccc3)CC2)cn1 the results were FEN1 inh 3%, N370S GC -1% and TDP1 inh 1%.
For CC(C)(C)c1cc(C2=CSC3=NCCN23)cc(C(C)(C)C)c1O the results were FEN1 inh -2% and N370S GC 0%.
`COc1ccc(NC(=O)CSc2nc3ccncc3[nH]2)c(OC)c1` gave FEN1 inh 1%&2%, N370S GC -26% and TDP1 inh 5%&0%.
CC(C)(CO)Nc1nc(N2CCCC2)nc(N2CCCC2)n1 was read as FEN1 inh 12%, N370S GC inconclusive and TDP1 inh 2%.
Screening O=C(Nc1cccnc1)c1cc(-c2ccc(Br)cc2)nc2ccccc12 returned FEN1 inh -23%, N370S GC -2% and TDP1 inh 5%.
Screening COc1ccc(NC(=O)c2cc(C3CC3)on2)c(OC)c1 returned FEN1 inh 2%, N370S GC -21% and TDP1 inh -2%.
`Cc1[nH]n(-c2ccccc2)c(=O)c1/C=N/O` gave FEN1 inh -17%, N370S GC -9% and TDP1 inh 1%.

This part in full, from the first entry:
For Cn1cc(CN2CCC(n3nccc3NC(=O)CCc3ccccc3)CC2)cn1 the results were FEN1 inh 3%, N370S GC -1% and TDP1 inh 1%.
For CC(C)(C)c1cc(C2=CSC3=NCCN23)cc(C(C)(C)C)c1O the results were FEN1 inh -2% and N370S GC 0%.
`COc1ccc(NC(=O)CSc2nc3ccncc3[nH]2)c(OC)c1` gave FEN1 inh 1%&2%, N370S GC -26% and TDP1 inh 5%&0%.
CC(C)(CO)Nc1nc(N2CCCC2)nc(N2CCCC2)n1 was read as FEN1 inh 12%, N370S GC inconclusive and TDP1 inh 2%.
Screening O=C(Nc1cccnc1)c1cc(-c2ccc(Br)cc2)nc2ccccc12 returned FEN1 inh -23%, N370S GC -2% and TDP1 inh 5%.
Screening COc1ccc(NC(=O)c2cc(C3CC3)on2)c(OC)c1 returned FEN1 inh 2%, N370S GC -21% and TDP1 inh -2%.
`Cc1[nH]n(-c2ccccc2)c(=O)c1/C=N/O` gave FEN1 inh -17%, N370S GC -9% and TDP1 inh 1%.
Screening OC(CNC1Cc2ccccc2C1)c1ccccc1 (stereo not given) returned FEN1 inh 6% and N370S GC -6%.
`Cc1ccc(C(=O)NN2C(=O)C3C(C2=O)C2C=CC3C23CC3)cc1` (stereo not given) gave FEN1 inh -14%, N370S GC 3% and TDP1 inh 2%.
For c1ccc(-c2nnnn2-c2ccccc2)cc1 the results were FEN1 inh -1% and N370S GC -5%.
`O=C(CNC(=S)NC(=O)c1ccccc1Br)c1ccccc1` gave FEN1 inh 6%, N370S GC 11% and TDP1 inh 8%.
For Brc1ccc(-c2nnc3ccc(N4CCN(c5ccccc5)CC4)nn23)cc1 the results were FEN1 inh -5%, N370S GC -6% and TDP1 inh 4%.
`CC(=O)NC(CCS(C)(=O)=O)C(=O)Nc1cccc(C)c1` (stereo not given) gave FEN1 inh -10%, N370S GC 2% and TDP1 inh 3%.
Screening O=C1CC(C(=O)O)(c2ccccc2)c2cccc(F)c21 (stereo not given) returned FEN1 inh 0% and N370S GC 0%.
COc1ccc(-c2ccc3c(c2)S(=O)(=O)c2cccc(C(=O)NC4CCCCC4)c2C3=O)cc1OC was read as FEN1 inh 9% and TDP1 inh -4%.
O=C(CCCCCN1C(=O)[C@@H]2Cc3ccccc3CN2C1=O)N[C@@H](Cc1ccc(O)cc1)C(=O)O was read as FEN1 inh 14% and N370S GC -1%.
NS(=O)(=O)c1cccc(NC(=O)CSc2nnc(C3CC3)n2C2CC2)c1 was read as FEN1 inh 0% and TDP1 inh -3%[56.1 µM].
CSc1ccccc1NC(=S)N/N=C/c1cccn1Cc1ccc(F)cc1 was read as FEN1 inh -20%, N370S GC inconclusive and TDP1 inh 8%.
`C=CCNC(=S)N1CCN(c2ccccc2Cl)CC1` gave FEN1 inh 15% and N370S GC -6%.
`Cc1ccc(-c2ccc(=O)n(CC(=O)NCCN3CCCCC3C)n2)cc1` (stereo not given) gave FEN1 inh -2%, N370S GC 0% and TDP1 inh -2%.
Screening O=C(Cc1ccccc1)NCC(=O)N/N=C/c1ccc([N+](=O)[O-])s1 returned FEN1 inh -2%, N370S GC -22% and TDP1 inh 4%.
O=C(O)CCn1c(C(=O)O)cc2sccc21 was read as FEN1 inh -10%, N370S GC 6% and TDP1 inh -1%.
Screening c1ccc(-n2nnc(-c3cccnc3)n2)cc1 returned FEN1 inh 2%, N370S GC 10% and TDP1 inh 4%.
Screening CCC(C)(C)NC(=O)C(OC(=O)c1ccco1)c1ccc(OC)cc1 (stereo not given) returned FEN1 inh -7%, N370S GC -2% and TDP1 inh 2%.
Screening O=C(Nc1cccc2ncccc12)c1cccc(F)c1 returned FEN1 inh -4%, N370S GC -1% and TDP1 inh 1%.
Screening O=C(Nc1cccc(N=Cc2cc(Cl)cc(Br)c2O)c1)c1ccco1 returned FEN1 inh -17%, N370S GC 13% and TDP1 inh 6%.
For CC(C)c1csc(CN2CCN(CCc3ccccc3)C(CCO)C2)n1 (stereo not given) the results were FEN1 inh 25%, N370S GC 9% and TDP1 inh 3%.
For C(=N\N=C\c1ccccn1)/c1ccccn1 the results were FEN1 inh 1% and N370S GC -17%.
Screening Cc1cc(C=O)c(C)n1-c1ccc2c(c1)OCO2 returned FEN1 inh -7%, N370S GC 3% and TDP1 inh 6%.
CCOC(=O)c1cnc(COc2ccc(OC)cc2)[nH]c1=O was read as FEN1 inh 0%, N370S GC 20% and TDP1 inh 8%.
For COc1ccccc1N1CSC2=C(C#N)C(c3ccc(SC)cc3)CC(=O)N2C1 (stereo not given) the results were FEN1 inh inconclusive, N370S GC -14% and TDP1 inh 6%.
For CCC(CO)Oc1cc(NC(=O)c2cccc(F)c2)c2ncn(C(C)C)c2c1 (stereo not given) the results were FEN1 inh -21% and TDP1 inh -20%.
For C/C=C/c1ccc(OCC(=O)N2CCc3cc(OC)c(OC)cc3C2)c(OC)c1 the results were FEN1 inh -18%, N370S GC -5% and TDP1 inh 8%.
`O=C(O)CC/C(=N\NC(=O)c1ccccc1Br)c1ccccc1` gave FEN1 inh -2%, N370S GC -4% and TDP1 inh 5%.
C/C(CC(=O)Nc1ccc([N+](=O)[O-])cc1)=N\NC(=O)c1ccccc1[N+](=O)[O-] was read as FEN1 inh -12% and N370S GC -26%.
`Cc1ccccc1NC(=S)N1CCN(C(=O)c2ccco2)CC1` gave FEN1 inh 13%, N370S GC 7% and TDP1 inh 3%.
Cc1ccc(CN(C)S(=O)(=O)c2c(C)noc2/C=C/N(C)C)cc1 was read as FEN1 inh -25%, N370S GC 12% and TDP1 inh 3%.
For CC(c1ccccc1)n1cc(C(=O)NCCN2CCOCC2)nn1 (stereo not given) the results were FEN1 inh -6%, N370S GC -6% and TDP1 inh 2%.
CO/N=C(\C(=O)NC1C(=O)N2C(C(=O)OCOC(=O)C(C)(C)C)=C(/C=C\c3scnc3C)CSC12)c1csc(N)n1 (stereo not given) was read as N370S GC -6% and TDP1 inh 7%.
`O=C(N/N=C/c1ccccc1OC(=O)c1ccc2c(c1)OCO2)c1ccccc1` gave FEN1 inh 5%, N370S GC 16% and TDP1 inh 2%.
Screening COc1ccc(-c2ccc(NS(=O)(=O)c3ccc(F)c(C(F)(F)F)c3)cc2)nn1 returned FEN1 inh 3% and TDP1 inh -1%.
`CCCS(=O)(=O)N1CCN(Cc2ccccc2[N+](=O)[O-])CC1` gave FEN1 inh 6%, N370S GC 8% and TDP1 inh -3%.
Screening OCCN1CCOCCOCCN(CCO)CCN(CCO)CC1 returned FEN1 inh 4%, N370S GC 2% and TDP1 inh 4%.
`CCOCCCn1cnc2c([nH]c3cc(OC)ccc32)c1=O` gave FEN1 inh -15%, N370S GC -29% and TDP1 inh 2%.
Screening c1ccc(CN2CCN(c3nc4ccccc4s3)CC2)cc1 returned FEN1 inh -21% and N370S GC -11%.
For COc1cc(C(=O)NNC(=O)CCOc2cccc(Br)c2)cc(OC)c1OC the results were FEN1 inh 6% and TDP1 inh 3%.
COC(=O)c1scc(-c2ccc(C)cc2)c1S(=O)(=O)Nc1cc(C)c(Cl)cc1OC was read as FEN1 inh -9% and TDP1 inh 8%.
For O=C(CN1CCN(S(=O)(=O)N2CCCCCC2)CC1)Nc1cc(Cl)ccc1Cl the results were FEN1 inh -15% and N370S GC -1%.
Screening C=CCOC(=O)NC(c1ccc(F)c(F)c1)C(C(C)=O)C(=O)OC (stereo not given) returned N370S GC -1% and TDP1 inh -4%.
`CCCCC/C=C/C1=CC(=O)C[C@H](c2ccc(OC)c(OC)c2)C1` gave FEN1 inh -29% and TDP1 inh 1%.
Screening O=C(C1CCCN(S(=O)(=O)c2ccc(Br)cc2)C1)N1CCOCC1 (stereo not given) returned FEN1 inh 1%, N370S GC -2% and TDP1 inh 3%.
`Cc1cccc(OCC(=O)Nc2ccc(C(=O)NCC(C)C)cc2)c1` gave FEN1 inh 0%, N370S GC 3% and TDP1 inh 6%.
`CCOc1cc(S(=O)(=O)NCc2ccccc2)ccc1Br` gave FEN1 inh -13%, N370S GC 4% and TDP1 inh -3%.
`O=C(CCNS(=O)(=O)c1cccc2nsnc12)NCc1ccco1` gave FEN1 inh 2%, N370S GC 1% and TDP1 inh 3%.
For N#Cc1ccsc1NC(=O)COC(=O)C1=NNC(=O)CC1 the results were FEN1 inh inconclusive and TDP1 inh -20%.
CCOC(=O)c1c(NC(=O)CCc2ccc(CC)o2)sc(C)c1C was read as FEN1 inh -18%, N370S GC 12% and TDP1 inh -6%.
For Cc1nn(Cc2ccccc2)c(N)c1-c1ccccc1 the results were FEN1 inh 17%, N370S GC -1% and TDP1 inh 2%.
`O=[N+]([O-])c1ccc(S(=O)(=O)Nc2ccc3c(c2)OCCO3)cc1` gave FEN1 inh 2% and N370S GC -14%.
For Cc1ccc(C)n1-n1c(C)nc2sc3c(c2c1=O)CCCCC3 the results were FEN1 inh -19%, N370S GC 4% and TDP1 inh 10%.
`CC(=O)OCCn1c(=O)c2cc3c(=O)n(CCOC(C)=O)c(=O)c3cc2c1=O` gave FEN1 inh -5%, N370S GC 5% and TDP1 inh 6%.
For CCOc1ccc(N(CC(=O)NCc2ccco2)C(=O)CCC(=O)Nc2ccccn2)cc1 the results were FEN1 inh 3%, N370S GC -7% and TDP1 inh 9%.
Screening CCOC(=O)C1=C(CC)Nc2ccccc2N=C1NC(=O)Cn1cnc2ccccc2c1=O returned FEN1 inh -2%, N370S GC 4% and TDP1 inh 0%.
Screening CCOc1ccc(/C(O)=C2/C(=O)C(=O)N(CCN(C)C)C2c2ccccc2)cc1Cl (stereo not given) returned FEN1 inh -1%, N370S GC 21% and TDP1 inh 3%.
For O=C(NC(Cc1c[nH]c2ccccc12)c1nnc2n1CCCCC2)c1ccc(Cl)cc1 (stereo not given) the results were FEN1 inh -4%, N370S GC inconclusive and TDP1 inh 2%.
COc1ccccc1C(=O)N1CCC(c2c[nH]c3ccccc23)(c2c[nH]c3ccccc23)CC1 was read as FEN1 inh 8% and TDP1 inh 3%.
For Cc1ccc(S(=O)(=O)Cn2nnnc2C(C(C)C)N2CCc3ccccc3C2)cc1 (stereo not given) the results were FEN1 inh -7%, N370S GC -13% and TDP1 inh 7%.
`Cc1nn(C)c(C)c1S(=O)(=O)N1CCC(C(=O)NC2CCCCCC2)CC1` gave FEN1 inh 12%, N370S GC 6% and TDP1 inh 4%.
For COc1cc(/C=N/Nc2cc(C)nc(NS(=O)(=O)c3ccc(C)cc3)n2)ccc1O the results were FEN1 inh inconclusive, N370S GC -8% and TDP1 inh 0%.
`O=C(NC1CCCCC1)c1cc(-c2ccccn2)nc2ccccc12` gave FEN1 inh -7%, N370S GC 1% and TDP1 inh -2%.
Cc1ccc(S(=O)(=O)N(C)/N=C/C=C/c2ccccc2)cc1 was read as FEN1 inh -2%, N370S GC -8% and TDP1 inh 8%.
CC[C@H](C)[C@H](N)C1=N[C@H](C(=O)N[C@@H](CC(C)C)C(=O)N[C@@H](CCC(=O)O)C(=O)N[C@@H](C(=O)N[C@H]2CCCCNC(=O)[C@@H](CC(N)=O)NC(=O)[C@@H](CC(=O)O)NC(=O)[C@@H](Cc3cnc[nH]3)NC(=O)[C@@H](Cc3ccccc3)NC(=O)[C@@H]([C@@H](C)CC)NC(=O)[C@@H](CCCN)NC2=O)[C@@H](C)CC)CS1 was read as N370S GC 0%[21.6 µM] and TDP1 inh 9%[21 µM].
`CCN=C1SC(CC(=O)Nc2sc(C)c(C)c2C(=O)OC)C(=O)N1CC` (stereo not given) gave FEN1 inh -7%, N370S GC -22% and TDP1 inh 0%.
`COc1ccc(C2c3c(noc3C)CC(C)(O)C2C(C)=O)cc1` (stereo not given) gave FEN1 inh -13% and N370S GC -4%.
COc1cc(C(=O)NCC(c2cccnc2)N2CCN(c3ccc(F)cc3)CC2)cc(OC)c1OC (stereo not given) was read as FEN1 inh -3%&-15%, N370S GC -3% and TDP1 inh 2%&1%.
